High-throughput results from PubChem BioAssay.
proCasp7 act: counter-screen for procaspase-3 activators: activators of human procaspase-7. P55210. recombinant procaspase-7, Ac-DEVD-pNA absorbance 405 nm; D23A/D198A/D206A triple mutant, cannot self-cleave; scale: DMSO 0, 5 µM enzyme 100. activation, % at 8.5 µM. 330,000 tested, 0.093% active;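 active = percent activation above the screen-wide mean plus 3 SD, cut at about 25% in these data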
Target sequence (P55210 whole entry D23A/D198A/D206A): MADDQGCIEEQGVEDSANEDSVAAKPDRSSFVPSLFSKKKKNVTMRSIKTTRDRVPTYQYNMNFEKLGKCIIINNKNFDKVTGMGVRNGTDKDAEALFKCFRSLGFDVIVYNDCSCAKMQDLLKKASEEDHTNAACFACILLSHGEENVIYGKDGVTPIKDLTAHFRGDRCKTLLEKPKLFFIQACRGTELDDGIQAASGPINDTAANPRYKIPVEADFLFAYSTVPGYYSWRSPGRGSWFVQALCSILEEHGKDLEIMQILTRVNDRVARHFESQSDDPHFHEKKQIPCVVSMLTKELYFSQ
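Assay system: Uncleavable procaspase-7 mutant enzyme; Input: 2 µM procaspase-7 mutant as dispensed; Also added: DEVD-pNA substrate; Medium: Zinc-free HEPES pH 7.4 with 300 mM NaCl, 0.01% Triton X-100; Timing: 1 h compound preincubation, 2 h substrate cleavage, 25 °C; Measured by: Epi-absorbance of released pNA at 405 nm, two timepoints.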
proCasp3 act: procaspase-3 (human) activation; activation, % at 8.5 µM; AID 463141; 330,000 tested, 0.11% active; P42574; recombinant procaspase-3 D3A, Ac-DEVD-pNA absorbance 405 nm;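 active = activation above the mean of all tested compounds plus 3 SD, cut at about 21% in these data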;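 also: 0% = DMSO alone and 100% = DMSO wells spiked with extra 5 µM PC-3 D3A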
Target sequence (P42574 whole entry D9A/D28A/D175A): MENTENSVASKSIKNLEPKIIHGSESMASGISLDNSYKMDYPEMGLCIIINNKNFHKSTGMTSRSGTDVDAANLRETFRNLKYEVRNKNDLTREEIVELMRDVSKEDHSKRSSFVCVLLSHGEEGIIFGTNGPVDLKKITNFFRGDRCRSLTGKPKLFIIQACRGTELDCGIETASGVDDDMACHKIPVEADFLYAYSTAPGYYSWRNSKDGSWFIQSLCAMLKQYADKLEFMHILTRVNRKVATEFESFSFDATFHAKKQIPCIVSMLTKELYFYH
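Assay system – Procaspase-3 D3A mutant, all three cleavage aspartates alanine · Controls – DMSO-only low control, 5 µM PC-3 D3A high control · Schedule – 1 h compound preincubation, 2 h substrate hydrolysis at 25 °C · Signal – 405 nm absorbance of p-nitroaniline, reads at 0 and 120 min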
CIT2-GFP yeast: alters CIT2-GFP fluorescence in TOR pathway yeast screen; GFP response vs DMSO, % at 10 µM; 320,000 tested, 0.065% active; S. cerevisiae CIT2-GFP strain, flow cytometry, 3 h; 100 means same as DMSO wells;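 active = GFP response relative to DMSO above a set limit, near the screen mean plus 3 SD, cut at about 150% in these data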;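 also: ratio of well median GFP fluorescence to mean of DMSO wells on the plate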
LAP4-GFP MLPCN: yeast TOR pathway LAP4-GFP modulation; S. cerevisiae LAP4-GFP multiplex, flow cytometry GFP, 3 h; median GFP as percent of DMSO wells; GFP response vs DMSO, % at 10 µM; 320,000 tested, 0.34% active; AID 2023;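 active = GFP response vs DMSO above a set limit, about the screen mean plus 3 SD, cut at about 150% in these data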
RPL19A-GFP yeast: alters RPL19A-GFP fluorescence in TOR pathway yeast screen; percent response vs DMSO, % at 10 µM; S. cerevisiae RPL19A-GFP strain, flow cytometry, 3 h; active compounds read low; AID 2025; 330,000 tested, 0.3% active;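 active = percent response vs DMSO below 50%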;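 also: median channel GFP fluorescence of the barcoded RPL19A-GFP strain; ratio of sample median GFP to plate DMSO average so 100% = DMSO; lower means less RPL19A-GFP as with rapamycin TOR inhibition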
AGP1-GFP MLPCN: yeast TOR pathway AGP1-GFP modulation | S. cerevisiae AGP1-GFP multiplex flow cytometry, 3 h; GFP as percent of DMSO wells | GFP response vs DMSO, % at 10 µM | 320,000 tested, 0.02% active;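 active = GFP response relative to DMSO above a set limit, near screen average plus 3 SD, cut at about 150% in these data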;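 also: median GFP channel fluorescence of the gated AGP1 strain per well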
AHR act: activators of human aryl hydrocarbon receptor. activation, % at 5 µM. 320,000 tested, 2.5% active. AHR-responsive luciferase reporter cells, luminescence; in the data active = activation above about 47%;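 also: 0% = vehicle wells and 100% = reference agonist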
MEP2-GFP yeast: yeast TOR pathway MEP2-GFP modulation; GFP response vs DMSO, % at 10 µM; 330,000 tested, 0.51% active; S. cerevisiae MEP2-GFP strain, flow cytometry GFP, 3 h; 100% = DMSO control level;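 active = GFP response versus DMSO above a set limit, roughly screen mean plus 3 SD, cut at about 180% in these data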;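 also: median GFP fluorescence of the barcode-gated MEP2-GFP cells per well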
* = called active by the depositor; · = not tested or not shown.

item	SMILES	proCasp3 act	proCasp7 act	AHR act	RPL19A-GFP yeast
1	Cc1cccc(N2CCN(C(=O)C3CC(=O)N(c4ccc5c(c4)OCCO5)C3)CC2C)c1 (configuration not stated)	-0.1	-8.0	1.1	96.8
2	OC(COc1ccc(OCc2ccccc2)cc1)CN1CCCCC1 (configuration not stated)	7.2	-1.1	2.4	99.8
3	O=C(NCCCn1ccnc1)C(=O)NCC(c1cccnc1)N1CCN(c2ccc(F)cc2)CC1 (configuration not stated)	-0.3	-6.6	1.5	105.1
4	COc1ccc(NC(=O)C2CCCN(S(=O)(=O)c3c(C)[nH]c(=O)[nH]c3=O)C2)cc1Cl (configuration not stated)	1.0	8.1	4.1	82.3
5	CCOC(=O)c1cc2oc(C)cc2n1CC(=O)OC1CCCCC1	-4.7	2.9	-2.3	91.9
6	COc1cc2c(cc1NC(=O)C1CCCO1)oc1ccccc12 (configuration not stated)	1.2	-5.0	15.1	90.2
7	COc1cc(/C=N/NC(=O)c2ccccn2)ccc1OC(=O)c1cccs1	2.4	1.1	11.9	104.5
8	O=C(O)c1ccc(CNC(=O)c2ccccc2NC(=O)c2ccc([N+](=O)[O-])cc2)cc1	7.5	-15.3	2.5	92.6
9	Cc1ccccc1NC(=O)Cc1nnc(SCC(=O)NC2=NCCS2)n1C	2.1	-2.3	-0.1	109.9
10	OCCC1CN(C2CCC2)CCN1Cc1ccc(F)c(F)c1 (configuration not stated)	-1.1	1.4	-3.5	101.6
11	CC(C)c1ccc(N2C(=O)C(Cl)=C(N3CCOCC3)C2=O)cc1	3.3	-10.2	1.9	96.5
12	COc1ccc(/C=N/NC(=O)c2nn(-c3ccc(Cl)cc3)c(=O)c3c(N)scc23)cc1	-8.4	2.0	0.4	99.3
13	O=C(C1=C[C@H](C2CC2)C[C@H](OCCCCO)O1)N1CCN(Cc2ccccc2)CC1	3.9	7.1	-0.1	98.2
14	CCCS(=O)(=O)N1CCCC(C(=O)NCCCN2CCCC2=O)C1 (configuration not stated)	0.2	-0.3	-1.1	98.9
15	Cc1cc(C)nc(/N=C(\N)Nc2cc([N+](=O)[O-])ccc2C)n1	6.3	9.9	43.6	94.3

item	AGP1-GFP MLPCN	CIT2-GFP yeast	LAP4-GFP MLPCN	MEP2-GFP yeast
1	95.5	97.1	107.3	101.0
2	106.7	96.8	96.4	100.5
3	109.7	119.1	108.8	100.9
4	91.9	·	81.4	102.9
5	104.1	89.6	112.0	95.3
6	87.8	84.0	104.1	99.8
7	92.8	90.2	80.8	90.2
8	93.9	85.1	92.0	99.2
9	107.8	112.2	94.5	105.1
10	101.0	109.6	93.3	108.2
11	94.5	93.6	94.4	98.7
12	90.6	96.3	82.7	101.2
13	80.2	68.4	126.9	90.5
14	97.8	93.1	99.7	101.3
15	95.5	103.0	94.6	93.1

(list continues)
item	SMILES	proCasp3 act	proCasp7 act	AHR act	RPL19A-GFP yeast
16	O=C(NNS(=O)(=O)c1ccc(F)cc1)c1ccccc1O	5.8	-0.3	-1.8	100.2
17	O=C(CSc1nnc(CNC(=O)c2ccccc2F)o1)NCC1CCCO1 (configuration not stated)	-4.4	-1.4	6.0	101.4
18	CCC1CCCCN1C(=O)N[C@@H](CCSC)C(=O)OC (some centres not stated)	-5.1	1.2	3.0	96.6
19	COCC(=O)Nc1ccc(S(=O)(=O)Nc2nccs2)cc1	-1.1	10.3	-1.4	90.6
20	CCOC(=O)c1cc(-c2ccc(OC)cc2)nc2c1c(C)nn2CCC(N)=S	10.5	10.0	0.6	104.7
21	C=CCn1c(SCC(=O)Nc2ccccc2-c2ccccc2)nc2cc(C(=O)O)ccc2c1=O	3.8	7.7	0.9	98.4
22	Cc1ccc(C(=O)N2CCN(c3ccc(C(F)(F)F)cn3)CC2)c(C)c1	3.9	3.8	-6.2	104.2
23	CN(C)n1cnc2ccsc2c1=O	-4.8	-1.1	-0.3	104.4
24	CC(=O)Oc1cccc(Nc2ncnc3ccccc23)c1	4.3	7.3	1.7	104.7
25	CC1=C(C(=O)OC(C)C)C(C)C(C(=O)OC(C)C)=C(C)N1	9.3	4.9	34.7	97.9
26	O=C(Nc1ccc(O)cc1C(=O)O)c1cccc(Br)c1	-2.1	5.3	6.2	92.5
27	CC(C)CSc1nnc2[nH]c(=O)cc(N)n12	0.9	3.2	5.2	93.8
28	Cc1nc2ccccn2c1C(=O)NNC(=O)Nc1ccccc1	0.8	-0.2	0.9	97.2
29	COc1ccc(-c2cc(C3CCN(c4cc(Cl)nc(N)n4)CC3)[nH]n2)cc1	-0.2	0.2	3.5	99.0
30	N#Cc1cnn2c1nc(N1CCCCC1)c1ccccc12	3.6	10.3	0.7	98.8

item	AGP1-GFP MLPCN	CIT2-GFP yeast	LAP4-GFP MLPCN	MEP2-GFP yeast
16	23.5	98.0	86.5	102.6
17	103.2	93.5	99.8	98.8
18	101.1	103.2	100.0	103.2
19	85.8	91.8	77.1	90.3
20	105.0	102.7	124.8	103.7
21	98.9	91.6	99.8	98.2
22	99.1	100.5	107.9	108.3
23	108.3	105.4	107.5	104.0
24	92.9	97.0	87.4	104.3
25	97.2	97.7	104.9	100.5
26	96.5	66.8	114.6	100.6
27	90.0	92.0	94.9	95.0
28	98.9	89.9	105.9	97.2
29	99.8	96.2	108.3	106.5
30	99.5	107.9	89.1	98.8

Some of the entries so far, bar-delimited.
cpd | SMILES | proCasp3 act | proCasp7 act | AHR act | RPL19A-GFP yeast | AGP1-GFP MLPCN | CIT2-GFP yeast | LAP4-GFP MLPCN | MEP2-GFP yeast
21 | C=CCn1c(SCC(=O)Nc2ccccc2-c2ccccc2)nc2cc(C(=O)O)ccc2c1=O | 3.8 | 7.7 | 0.9 | 98.4 | 98.9 | 91.6 | 99.8 | 98.2
22 | Cc1ccc(C(=O)N2CCN(c3ccc(C(F)(F)F)cn3)CC2)c(C)c1 | 3.9 | 3.8 | -6.2 | 104.2 | 99.1 | 100.5 | 107.9 | 108.3
23 | CN(C)n1cnc2ccsc2c1=O | -4.8 | -1.1 | -0.3 | 104.4 | 108.3 | 105.4 | 107.5 | 104.0
24 | CC(=O)Oc1cccc(Nc2ncnc3ccccc23)c1 | 4.3 | 7.3 | 1.7 | 104.7 | 92.9 | 97.0 | 87.4 | 104.3
25 | CC1=C(C(=O)OC(C)C)C(C)C(C(=O)OC(C)C)=C(C)N1 | 9.3 | 4.9 | 34.7 | 97.9 | 97.2 | 97.7 | 104.9 | 100.5
26 | O=C(Nc1ccc(O)cc1C(=O)O)c1cccc(Br)c1 | -2.1 | 5.3 | 6.2 | 92.5 | 96.5 | 66.8 | 114.6 | 100.6
27 | CC(C)CSc1nnc2[nH]c(=O)cc(N)n12 | 0.9 | 3.2 | 5.2 | 93.8 | 90.0 | 92.0 | 94.9 | 95.0
28 | Cc1nc2ccccn2c1C(=O)NNC(=O)Nc1ccccc1 | 0.8 | -0.2 | 0.9 | 97.2 | 98.9 | 89.9 | 105.9 | 97.2
29 | COc1ccc(-c2cc(C3CCN(c4cc(Cl)nc(N)n4)CC3)[nH]n2)cc1 | -0.2 | 0.2 | 3.5 | 99.0 | 99.8 | 96.2 | 108.3 | 106.5
30 | N#Cc1cnn2c1nc(N1CCCCC1)c1ccccc12 | 3.6 | 10.3 | 0.7 | 98.8 | 99.5 | 107.9 | 89.1 | 98.8

The list goes on:
item	SMILES	proCasp3 act	proCasp7 act	AHR act	RPL19A-GFP yeast
31	Nc1ncnc(NCc2ccc(F)cc2)c1[N+](=O)[O-]	3.7	11.7	-0.9	97.2
32	COc1ccc(C(=O)O/N=C(\N)c2ccccc2)cc1	3.9	18.6	2.2	102.2
33	O=C(O)c1ccc(N/N=C/c2cn(-c3ccccc3)nc2-c2cccs2)cc1	4.3	-10.2	-0.6	99.5
34	CCCNCc1cc(OC)c(OCc2ccccc2)cc1Br	1.5	-7.5	31.8	100.0
35	Cc1nnn(C23C[C@@H]4C[C@@H](CC(C(=O)N5CCN(c6ccccc6)CC5)(C4)C2)C3)n1	-8.7	8.8	1.8	100.8
36	Cc1noc(C)c1S(=O)(=O)Nc1ccc(C(=O)N2CCN(c3ccc(Cl)cc3)CC2)cc1	0.0	0.3	8.3	101.1
37	COc1ccc(N2CC(C(=O)Nc3cc(C)ccn3)CC2=O)cc1 (configuration not stated)	7.4	1.9	1.5	94.8
38	Cc1nn(-c2ccccc2)c2sc(C(=O)O)cc12	-5.2	5.0	0.7	95.7
39	COC(=O)CCC(=O)OC1(C)C(=O)C=C2C=C(C3CC3)N(Cc3ccc(OC)cc3)C=C2C1=O (configuration not stated)	4.1	-14.0	-1.5	96.5
40	CCCCCCOc1ccc(N2C(=O)CC(NCCc3ccc(S(N)(=O)=O)cc3)C2=O)cc1 (configuration not stated)	-8.3	-11.2	-1.4	97.6
41	Cn1cnc([N+](=O)[O-])c1SCC(O)CN1CCCCC1 (configuration not stated)	-6.8	-1.0	5.4	103.6
42	CCCCn1c(N)c(N(CC(C)C)C(=O)COC(=O)Cc2c(C)nc3ccccc3c2C)c(=O)[nH]c1=O	-6.3	4.7	-0.2	95.4
43	Cc1cccc(C)c1OCC(=O)NNC(=O)CCCn1c(=O)oc2ccccc21	1.7	2.5	7.1	95.2
44	CCc1ccc2oc(C(=O)NCc3ccc(S(N)(=O)=O)cc3)c(C)c2c1	0.2	2.5	4.8	94.6
45	COc1cccc2cc(CC(=O)c3cc(C)ccc3C)c(=O)oc12	4.5	-6.6	6.3	102.1

item	AGP1-GFP MLPCN	CIT2-GFP yeast	LAP4-GFP MLPCN	MEP2-GFP yeast
31	96.7	92.2	117.2	91.2
32	70.0	100.9	104.4	98.0
33	84.8	96.6	99.8	100.2
34	104.7	94.6	104.0	95.1
35	·	·	·	90.3
36	102.7	89.4	98.9	104.6
37	99.3	99.6	100.8	91.2
38	·	97.5	108.5	100.2
39	101.3	95.4	91.2	98.7
40	93.8	100.0	90.9	99.0
41	102.9	100.5	94.8	101.5
42	97.9	95.9	95.5	96.0
43	96.9	98.0	95.1	98.8
44	96.2	91.9	104.5	99.9
45	95.3	102.0	107.5	119.6

Later entries
item	SMILES	proCasp3 act	proCasp7 act	AHR act	RPL19A-GFP yeast
46	COc1ccc(Cl)cc1NC(=O)CSc1nc(C)cc(C)n1	-4.7	-0.7	8.6	103.6
47	CCN(CC)S(=O)(=O)c1ccc(NS(=O)(=O)c2ccc(O)c([N+](=O)[O-])c2)cc1	4.8	-2.5	0.6	99.2
48	Cc1ccc(C2CC(C(F)(F)F)n3nc(C(=O)NCCN4CCOCC4)cc3N2)cc1 (configuration not stated)	0.4	5.7	-0.2	101.6
49	O=C(NC1CCCN(Cc2ccc(Cl)cc2)C1)c1ccnc(Cl)c1 (configuration not stated)	4.2	3.2	1.4	98.6
50	COc1cc(CNc2nc3ccccc3n2C)cc(OC)c1OC	2.6	8.1	4.3	94.5
51	OCc1ccccc1SSc1ccccc1CO	-18.7	-44.6	-0.4	89.4

item	AGP1-GFP MLPCN	CIT2-GFP yeast	LAP4-GFP MLPCN	MEP2-GFP yeast
46	104.8	96.9	92.1	106.5
47	98.1	96.1	102.3	103.5
48	96.5	97.4	97.0	100.6
49	105.3	123.2	89.0	108.0
50	115.3	87.9	101.2	94.3
51	95.7	101.5	192.2*	89.5
